Bioassay records (PubChem)
FUS yeast rescue: qHTS for Suppressors of FUS Proteinopathy: Primary screen using FUS-linked yeast assay; S. cerevisiae FUS-expressing, growth rescue, OD600, 24 h; AID 1347120, 2019; Potency, µM (doses to about 76.6 µM), without a hit: top-dose growth rescue (activation), actives largely listed as activators; hit rate 0.24% among 390,000;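 also: potency is read from the fitted curve at half-maximal effect; plate controls were DMSO vehicle for no effect and reference control for full effect; nearly all actives have a fitted effect of over 55% in size; some results filed as inactive show a strong effect at the top dose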
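Galactose (2%) drives FUS expression in yeast precultured in raffinose; seeding density OD 0.005. Test compounds incubated 24hr at 30C and 99% humidity before absorbance at 600 nm was measured.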
GLP-1R agonist: qHTS of GLP-1 Receptor Agonists. Glucagon-like peptide 1 receptor (Homo sapiens), P43220. HEK293 GLP-1R CRE-luciferase, luminescence, 4-6 h; cells express a hypersensitive GLP-1R form. Potency, µM (series often up to 45.6 µM), for the others: top-dose activation, actives largely listed as activators. hit rate 0.007% among 380,000. AID 624172, 2012; also: potency is read from the fitted curve at half-maximal effect; % of control where 0% means no effect
Target sequence (P43220 whole entry, looked up): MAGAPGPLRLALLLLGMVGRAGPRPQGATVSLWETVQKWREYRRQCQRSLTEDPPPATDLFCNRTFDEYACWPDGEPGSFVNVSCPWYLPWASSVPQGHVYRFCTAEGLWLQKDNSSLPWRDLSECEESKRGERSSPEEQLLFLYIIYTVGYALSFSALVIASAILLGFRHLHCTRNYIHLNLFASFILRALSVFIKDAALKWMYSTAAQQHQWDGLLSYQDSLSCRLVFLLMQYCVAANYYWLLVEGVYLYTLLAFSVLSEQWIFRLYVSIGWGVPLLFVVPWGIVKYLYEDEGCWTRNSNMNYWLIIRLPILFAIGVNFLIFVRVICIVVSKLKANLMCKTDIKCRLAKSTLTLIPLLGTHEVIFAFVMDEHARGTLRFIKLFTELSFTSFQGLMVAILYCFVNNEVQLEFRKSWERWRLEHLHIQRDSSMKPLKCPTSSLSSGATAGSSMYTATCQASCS
aSyn yeast inh: qHTS of alpha-syn Inhibitors; Yeast expressing alpha-synuclein, growth rescue, BacTiter-Glo, 24 h; hit rate 0.14% among 370,000; Potency, µM (doses to about 46.1 µM), inactives show top-dose growth rescue (activation), most hits filed as activators; AID 652106, 2013; also: potency is read from the fitted curve at half-maximal effect; % of control where 0% means no effect; nearly all actives have a fitted effect of over 65% in size
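Rescue of yeast growth: cells expressing toxic alpha-synuclein, induced in galactose at OD600 0.02, incubated with compound 24 h at 30 C. ATP luminescence quantified growth; inhibitors of toxicity appear as activators.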
GLP1R inv ag: qHTS of GLP-1 Receptor Inverse Agonists (Inhibition Mode); Glucagon-like peptide 1 receptor (Homo sapiens), P43220; HEK293 GLP-1R CRE-luciferase, luminescence, 24 h; GLP-1R form is constitutively active; Potency, µM (series often up to 38.3 µM), without a hit: top-dose activity change, negative = inhibition, most hits filed as inhibitors; hit rate 1.6% among 410,000; AID 624417, 2012; also: potency is read from the fitted curve at half-maximal effect; % is scaled to controls: 0 for no effect and ±100 for the full control effect; nearly all actives have a fitted effect of over 55% in size
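Luminescence readout: a drop in cAMP-driven luciferase signal flags inverse agonism at a constitutively active GLP-1R stably expressed in HEK293. Compound exposure lasted 24 hr at 37 deg C, 5% CO2.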
pAkt inh: HTS Assay for Inhibitors of Akt Phophorylation: Primary Screen | Neuro2A IGF-stimulated pAkt S473 HTRF, 20 min; active compounds read low | activity change, % for hits at 50 µM | hit rate 0.32% among 360,000 | AID 651550, 2012; in the data active = activity change below about -80%; inconclusive = mostly about -51% to -80%; also: % is scaled to controls: 0 for no effect and ±100 for the full control effect
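Neuro2A cells in DMEM with 0.5% FBS, overnight at 37 deg C, given compound at single 50 µM final, then IGF (6 nM final) for 20 min at 37 deg C. Lysed; phospho-Akt Ser473 by HTRF after 24 h, 665/615 ratio.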
TDP-43 yeast inh: qHTS of TDP-43 Inhibitors. TDP-43 expressing yeast growth rescue, BacTiter-Glo, 24 h. Potency, µM (highest dose often 46.1 µM), without a hit: at the highest dose growth rescue (activation), actives largely listed as activators. hit rate 1.8% among 410,000; also: potency is read from the fitted curve at half-maximal effect; % of control where 0% means no effect; nearly all actives have a fitted effect of over 50% in size
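Readout is BacTiter-Glo luminescence of cell growth, so inhibitors register as activators. TDP-43-expressing yeast at OD600=0.02 in galactose medium, after raffinose pregrowth to mid-log, were incubated with compound for 24 hr at 30 deg C.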
PTHR1 agonist: qHTS for PTHR1 Agonists: Primary Screen; Parathyroid hormone/parathyroid hormone-related peptide receptor (Homo sapiens), Q03431; HEK293 GP2 PTHR1 cells, GloSensor cAMP luminescence, 1 h; hit rate 0.075% among 410,000; Potency, µM (series often up to 115 µM), for the others: at the highest dose activation, hits mostly activators; also: potency is read from the fitted curve at half-maximal effect; nearly all actives have a fitted effect of over 55% in size; some results filed as inactive show a strong effect at the top dose; inactives centre near -15; many of its hits are not listed in these tables
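HEK-293-derived GP2 cells expressing PTHR1 and a GloSensor cAMP reporter, 3,000/well, plated overnight, given luciferin plus IBMX (each 0.5 mM as added) for 1 h at 37 °C, then compound for 1 h at 37 °C. Luminescence was read after 15 min at room temperature.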
Abeta yeast res: qHTS for compounds that reverse cellular toxicity of Amyloid beta (A-beta) peptide in yeast: Primary Screen; yeast expressing A-beta42, growth rescue, OD600, 48 h; response scale: 0% DMSO, 100% iron-clioquinol control; Potency, µM (highest dose often 46.1 µM), for the others: top-dose growth rescue, actives largely listed as activators; hit rate 0.063% among 410,000; AID 1347071, 2019; also: potency is read from the fitted curve at half-maximal effect; nearly all actives have a fitted effect of over 55% in size
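Yeast growth medium received pinned compounds, then yeast cells expressing toxic A-beta were added; plates incubated at 30 C for 48 hr. Growth read as absorbance at 600 nm, normalized to DMSO and equimolar FeCl3 plus clioquinol controls.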
D3 antag: qHTS of D3 Dopamine Receptor Antagonist: qHTS; max response, negative = inhibition, %; D3R cells, DiscoveRx beta-arrestin luminescence, antagonist mode; active compounds read low; D(3) dopamine receptor (Homo sapiens), P35462; hit rate 2.5% among 360,000; in the data active = max response below about -50%; inconclusive = no clear call, values can overlap the other calls; also: % is scaled to controls: 0 for no effect and ±100 for the full control effect; mostly tested at two doses, the higher about 12 µM
Target sequence (P35462 whole entry, looked up): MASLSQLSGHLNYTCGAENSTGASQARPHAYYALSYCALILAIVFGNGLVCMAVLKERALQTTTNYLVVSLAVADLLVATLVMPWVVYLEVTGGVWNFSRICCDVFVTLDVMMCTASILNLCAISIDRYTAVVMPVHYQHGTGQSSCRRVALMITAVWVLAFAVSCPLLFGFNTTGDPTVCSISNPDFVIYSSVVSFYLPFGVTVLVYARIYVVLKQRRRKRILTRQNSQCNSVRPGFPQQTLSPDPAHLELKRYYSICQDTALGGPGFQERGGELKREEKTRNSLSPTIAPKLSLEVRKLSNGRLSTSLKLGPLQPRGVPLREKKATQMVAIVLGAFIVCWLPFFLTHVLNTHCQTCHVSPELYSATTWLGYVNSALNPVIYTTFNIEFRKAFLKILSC
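Cells expressing the human receptor were seeded at 1500 cells/well, incubated overnight at 37 degrees C in 5% CO2, then exposed to library compounds with dopamine controls for 90 minutes at 37 degrees C before luminescent detection.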
* hit, by the source's call; i = inactive; u = inconclusive; x = no result given; & = joins results of further samples; [ ] = remark or other dose. Unless noted, calls follow the shape of the dose curve; as a rule, active = well fitted curve in the direction sought with a large enough effect; inconclusive = small, poorly fitted or top-dose-only effect, or another doubt; inactive = no such curve, though single readings can be large; an effect the other way counts as inactive or inconclusive.

Preview, 2 compounds:
SMILES | FUS yeast rescue | GLP-1R agonist | aSyn yeast inh | GLP1R inv ag | pAkt inh | TDP-43 yeast inh | PTHR1 agonist | Abeta yeast res | D3 antag
CCN1C(=O)N[C@@H](c2cccc(C(F)(F)F)c2)[C@H](C(=O)OC)[C@H]1C | -4% | 31% | -3% | -1% | i | -1% | i | 7% | -14
CCCCNC(=O)C1(C)CCN1C(=O)c1ccc(C)c(F)c1 (configuration not stated) | -20% | 5% | -1% | -18% | i | 13% | i | -12% | 5

Results, from the first entry:
SMILES | FUS yeast rescue | GLP-1R agonist | aSyn yeast inh | GLP1R inv ag | pAkt inh | TDP-43 yeast inh | PTHR1 agonist | Abeta yeast res | D3 antag
CCN1C(=O)N[C@@H](c2cccc(C(F)(F)F)c2)[C@H](C(=O)OC)[C@H]1C | -4% | 31% | -3% | -1% | i | -1% | i | 7% | -14
CCCCNC(=O)C1(C)CCN1C(=O)c1ccc(C)c(F)c1 (configuration not stated) | -20% | 5% | -1% | -18% | i | 13% | i | -12% | 5
CCOC(=O)C1=C2SCCN2C(=O)C(C#N)C1(C)C (configuration not stated) | -6% | 8% | -1% | 5% | i | 19% | i | 23% | 2
CCN=c1scc(C)n1/N=C/c1ccc(O)c(O)c1O | x | -1% | -7% | 5% | i | -12% | -18% | -22% | -7
NC1=NC[C@H](Cc2ccccc2)N1CCc1cccc(F)c1 | -4% | 5% | 1% | 18% | i | 8% | -16% | -1% | 1
COC(=O)C1CSC(C(=O)OC)N1C(=O)Nc1ccc(Cl)cc1 (configuration not stated) | -20% | -12% | 5% | 12% | i | 12% | i | -1% | -8
O=C(CSc1nc(N2CCCCC2)nc(N2CCCCC2)n1)N1CCN(c2ccccc2)CC1 | 18% | 0% | 4% | 2.8µM* | i | 21% | -6%[57.5 µM] | -10% | -2
Cc1cc(C(=O)NN=C(Cc2ccccc2)Cc2ccccc2)c(C)o1 | x | 0% | 0% | -28% | i | 0% | -36%[inhibitor] | 10% | -5
O=C(CN1N=C(c2ccccc2)CCC1=O)NCc1ccc(F)cc1Cl | 27% | x | x | 2% | x | 15% | -33%[inhibitor] | 17% | x
CC(C)CNC(=O)c1nc(-c2ccccc2)n(-c2ccccc2)n1 | 3% | 4% | 19% | 13µM* | x | 9% | -9%[57.5 µM] | 10% | -2
COc1cc(OC)c(NC(=O)Nc2sc3nc4n(c(=O)c3c2C)CCC(C)CC4)cc1Cl (configuration not stated) | -8% | x | x | -2% | x | 13% | i | -7% | x
CCc1cccc(NC(=S)N(CCCN2CCOCC2)C(C)c2cc3cccc(OC)c3o2)c1 (configuration not stated) | 34% | 10% | -11% | -16% | i | -18% | i | -5% | -29
CCCNC(=O)C(Cc1ccc(C(F)(F)F)cc1)NC(=O)c1ccc(C#N)cc1 (configuration not stated) | -23% | -2% | -2% | -6% | i | 8% | -20% | 7% | 11
O=C(Nc1cccc(Cl)c1)c1cccnn1 | 16% | 0% | -4% | 22% | i | -21% | -8% | -10% | 12
COc1ccc(NS(=O)(=O)c2cn(C)cn2)cc1OC | -27% | 0% | 2% | -5% | x | -3% | -21% | -1% | -15
Cc1cccc(-n2c(C)cc(C=C3C(=O)c4ccccc4C3=O)c2C)c1 | -2% | 1% | -8% | -16% | i | -21% | u | -7% | -11
Cc1cccc2cc(C#N)c(SCC(=O)NCc3cccs3)nc12 | -29% | -1% | -3% | 16% | i | 9% | i | -11% | -14
COc1cccc(C(=O)c2ncc(C(F)(F)F)cc2Cl)c1 | -1% | 12% | -7% | -3%[7.66 µM] | i | 15%[9.22 µM] | -1% | -17% | -2
CCOCCCNCc1ccc(OCc2ccccc2C)c(OC)c1 | 0% | -2% | 4% | u | i | -4% | u | 19% | 4
CCN(CC)S(=O)(=O)c1cccc(C(=O)NCC2(N3CCOCC3)CCCCC2)c1 | 3% | 0% | 0% | -3% | i | 7% | i | 7% | 0
COc1cc(/C=N/NC(=O)c2cccc3ccccc23)ccc1OCC(N)=O | 5% | 15% | -1% | 26% | i | -5% | i | 6% | 1
CCN(C[C@H]1N[C@@](Cc2ccccc2)(C(=O)OC)[C@H]2C(=O)N(C)C(=O)[C@@H]12)S(=O)(=O)c1ccc(C(C)(C)C)cc1 | 15% | 1% | -1% | 4% | i | 7% | -21% | 8% | 10
CCOC(=O)c1c(-c2ccccc2)c[nH]c1C | 9% | 21% | -3% | -8% | i | -9% | i | -4% | -12
Cc1cccc(NC(=O)Cn2c(=O)oc3cc(S(=O)(=O)N4CCCC4)ccc32)n1 | -16% | -5% | 0% | 2% | i | 1% | -4% | 3% | -8
COc1ccc(-n2c(-c3ccco3)nc3c(cnn3-c3ccccc3Cl)c2=O)cc1 | -13% | 0% | x | 5% | x | -22% | -57% | -20% | x

The list goes on.
SMILES | FUS yeast rescue | GLP-1R agonist | aSyn yeast inh | GLP1R inv ag | pAkt inh | TDP-43 yeast inh | PTHR1 agonist | Abeta yeast res | D3 antag
CC(C)(C)c1cc(CNC2CS(=O)(=O)C[C@@H]2O)cc(C(C)(C)C)c1O (some centres not stated) | 14% | -1% | 3% | u | i | 15% | i | 11% | -9
CCc1ccc2nc(NC(=O)c3cc(C)on3)sc2c1 | -4% | -16% | -1% | u | i | u | -12% | -30%[inhibitor] | -3
CCCCOc1ccccc1-c1ccccc1CN1[C@@H](C(C)C)COCCS1(=O)=O | u | 4% | -4% | u | i | -3% | -2% | 9% | 0
COc1ccccc1CN1CC(C(=O)NCc2cnn(C)c2)CCC1=O (configuration not stated) | 13% | -6% | 0% | 26% | i | -5% | i | -9% | 6
CN(C)c1ccc(/C=C/C#N)cc1 | -16% | -3% | -3% | 26% | i | 6% | i | -1% | -14
COc1ccccc1OCCCC(=O)Nc1nccs1 | -38% | -1% | -2% | -17% | i | 13% | -92%[inhibitor] | -5% | -11
CCCCOc1ccc(C(NC(=O)OCC)NC(=O)OCC)cc1 | x | 1% | -5% | 9% | i | 12% | i | 4% | 6
COc1ccccc1NC(=O)CSc1oc(-c2cccs2)nc1S(=O)(=O)c1ccccc1 | 40% | x | x | u | x | 28% | -9% | -26% | x
COc1cccc(C(=O)Nc2cc(Cl)c(O)c(Cl)c2)c1 | -5% | 0% | 3% | -3% | i | 7% | -14% | 3% | 6
O=C(NCc1ccccc1Cl)c1ccncc1 | 11% | -1% | -5% | -23% | i | -16% | -13% | 2% | -10
Nc1ccc(S(=O)(=O)c2ccccc2)nc1 | -20% | -1% | -3% | 3% | i | -5% | -7% | -6% | -23
CC(C)(C)n1nc(C2CC2)cc1NC(=O)Nc1ccc(Cl)cc1 | -26% | -5% | -7% | -9% | i | -14% | i | 1% | 16
Cc1cccc(/C(N)=N/OC(=O)C23CC4CC(CC(C4)C2)C3)c1 | -9% | -5% | -49%[inhibitor] | -39% | i | 15% | 5% | -1% | 3
Cc1cccc(Oc2sc(C(=O)c3ccccc3)c(N)c2C#N)c1C | x | -2% | -1% | 0% | i | 10% | i | 4% | u
CCOc1ccc2nc(NC(=O)CSc3nc4cccnc4n3C)sc2c1 | 31% | -1% | 0% | u | i | 11% | i | 17% | 10
COc1ccccc1N1CCN(C(=O)[C@@H]2CCCN2C2=NS(=O)(=O)c3ccccc32)CC1 | -49% | -6% | -7% | 7% | i | 5% | -10% | -4% | 14
CCOc1ccccc1CNC(=O)c1cc2oc3ccccc3c2n1CC | 17%&31% | 12% | 4% | u | i | 3%&12% | -3% | 2%&4% | -20
Cc1ccc(C23CC4CC(CC(NC(=O)N5CCN(C)CC5)(C4)C2)C3)cc1 | -8% | -3% | 0% | u | i | -7% | i | -4% | u
O=C(O)/C=C/C(=O)NCCCc1ccccc1 | -8% | 6% | -1% | 2% | i | 4% | i | -13% | 2
COc1ccc(-c2cc(C(=O)Nc3sc4c(c3C#N)CCCC4)c3ccccc3n2)cc1 | 20% | 1% | -5% | 0% | i | -4% | -71%[inhibitor] | -8% | u
Cc1ccc(C)c(Oc2coc3cc(OC(=O)c4cccs4)ccc3c2=O)c1 | 13% | -3% | -17% | 0% | i | -5% | i | -1% | -12
Cc1ccc(Oc2nnc(-c3cccs3)c3ccccc23)cc1C | -3% | -2% | 4% | u | i | 15% | -15% | -13% | u

Complete entries, quoted from the list. Order of values: FUS yeast rescue	GLP-1R agonist	aSyn yeast inh	GLP1R inv ag	pAkt inh	TDP-43 yeast inh	PTHR1 agonist	Abeta yeast res	D3 antag
`Cc1ccc(Oc2nnc(-c3cccs3)c3ccccc23)cc1C` is listed as -3%	-2%	4%	u	i	15%	-15%	-13%	u
`O=C(NCc1ccccc1Cl)c1ccncc1` is listed as 11%	-1%	-5%	-23%	i	-16%	-13%	2%	-10
`CCOc1ccc2nc(NC(=O)CSc3nc4cccnc4n3C)sc2c1` is listed as 31%	-1%	0%	u	i	11%	i	17%	10
`CCCCOc1ccc(C(NC(=O)OCC)NC(=O)OCC)cc1` is listed as x	1%	-5%	9%	i	12%	i	4%	6
`CCOc1ccccc1CNC(=O)c1cc2oc3ccccc3c2n1CC` is listed as 17%&31%	12%	4%	u	i	3%&12%	-3%	2%&4%	-20

This is a subset. The share of hits here may be higher or lower than overall.
